Source: PubChem (several laboratories)
STAT3 act – activators of IL-6 induced STAT3 signaling | U3A cells, IL-6 STAT3-luciferase reporter, luminescence; 100% = signal with IL-6 EC80 alone | 190,000 compounds, 0.91% hits | activation (% of control), % at 5.6 µM;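 active = activation above the screen-wide mean of compound activation plus 3 SD, cut at about 130% in these data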;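 note: 0% = background luminescence of wells with medium and substrate only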
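Material: human STAT1-deficient U3A cells with stable STAT3-luciferase reporter / Probe or stimulus: IL-6 stimulus at 33 ng/mL final / Schedule: 1 h compound pre-exposure, 6 h IL-6 stimulation, 37 °C / Technique: luminescence / Read-out basis: percent of IL-6-only median luminescence / Control set: IL-6-only high control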
bIAP inhibitor – blocks bovine intestinal alkaline phosphatase activity | purified bovine IAP, CDP-star luminescence, 30 min | inhibition, % at 20 µM | 190,000 tested, under 10 active | AID 1019;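 active = over 50% inhibition of intestinal alkaline phosphatase at 20 µM in the single-dose screen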
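Incubation: 30 min reaction at room temperature / Material: purified bovine intestinal alkaline phosphatase (IAP) enzyme / Input: enzyme at 1/65,000,000 dilution / Dosing: 20 µM single dose / Signal: CDP-star luminescence signal / Reagent: CDP-star chemiluminescent phosphatase substrate, 30 µM final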
PPARg SRC3 recr – promotes SRC-3 coactivator recruitment by human PPARgamma. P37231. biochemical PPARgamma/SRC-3 coactivator recruitment assay. activation, % at 8 µM. 200,000 compounds, 0.26% hits. AID 731; in the data active = activation above about 23%;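 note: 0% = DMSO and 100% = reference agonist; some compounds past the cut are filed as inactive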
Target sequence (P37231 whole entry, looked up): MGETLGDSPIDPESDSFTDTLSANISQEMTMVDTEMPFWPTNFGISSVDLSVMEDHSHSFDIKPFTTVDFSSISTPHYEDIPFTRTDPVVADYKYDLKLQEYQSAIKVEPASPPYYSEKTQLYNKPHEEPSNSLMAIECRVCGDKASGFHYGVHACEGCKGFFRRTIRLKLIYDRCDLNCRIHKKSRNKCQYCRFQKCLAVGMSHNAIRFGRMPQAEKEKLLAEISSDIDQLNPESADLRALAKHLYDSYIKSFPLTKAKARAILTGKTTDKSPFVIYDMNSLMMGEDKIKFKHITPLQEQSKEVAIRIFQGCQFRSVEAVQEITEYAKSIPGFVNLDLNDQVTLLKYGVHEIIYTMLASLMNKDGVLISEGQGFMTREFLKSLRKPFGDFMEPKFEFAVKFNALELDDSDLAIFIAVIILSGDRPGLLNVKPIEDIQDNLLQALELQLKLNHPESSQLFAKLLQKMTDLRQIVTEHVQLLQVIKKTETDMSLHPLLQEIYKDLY
ROMK primary – human ROMK K+ channel modulation, primary screen; 130,000 compounds, 2% hits; Tet-inducible ROMK, thallium flux fluorescence; actives lie on both sides; B-score at 10 µM; P48048; AID 1918;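 active = signal ratio slope over the read window, or its plate-corrected B-score, at least 3 SD from the plate mean, either direction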;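 note: B-score of the F/F0 ratio slope over 7 to 12 s after thallium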
Target sequence (P48048 whole entry, looked up): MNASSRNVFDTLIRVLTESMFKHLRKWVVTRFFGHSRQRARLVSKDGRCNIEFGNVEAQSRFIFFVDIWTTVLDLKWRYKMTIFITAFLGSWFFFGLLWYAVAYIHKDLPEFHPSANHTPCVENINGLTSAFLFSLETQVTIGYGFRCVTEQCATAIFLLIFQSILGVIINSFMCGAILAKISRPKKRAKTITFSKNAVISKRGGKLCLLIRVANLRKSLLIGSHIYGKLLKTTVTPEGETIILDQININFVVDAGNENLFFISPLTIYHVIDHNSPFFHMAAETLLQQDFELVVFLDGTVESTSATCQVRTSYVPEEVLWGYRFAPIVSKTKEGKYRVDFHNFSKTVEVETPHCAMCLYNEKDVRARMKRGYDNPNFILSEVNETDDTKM
PPARg SRC-2 ag – PPARgamma-driven SRC-2 recruitment agonism. P37231. PPARgamma LBD-SRC-2 recruitment, biochemical. activation, % at 8 µM. 200,000 compounds, 0.34% hits; in the data active = activation above about 22%;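 note: 0% = vehicle and 100% = reference agonist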
SRC2 TRFRET art – TR-FRET artefact, counter-screen to PPARgamma/SRC-2 agonist assay. active compounds read high. TR-FRET ratio at 8 µM. 200,000 compounds, 0.4% hits. AID 1049; in the data active = TR-FRET ratio above about 2000; note: inactives centre near 1500
TNAP act hiacc – increases human TNAP activity under high phosphate acceptor concentration; P05186; purified TNAP, CDP-star luminescence, 1 M DEA, 30 min; active compounds read high; 0 = EDTA background, 1 = DMSO-only activity; activation factor at 20 µM; 200,000 tested, under 10 active; AID 1136;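 active = activation factor at least 2 at 20 µM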
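Test system – human TNAP · Doses – 20 µM single point · Incubation – 30 min, room temperature · Signal – luminescent substrate turnover signal · Read-out basis – activation factor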
PPARg SRC-1 ag – PPARgamma-driven SRC-1 recruitment agonism. P37231. PPARgamma-SRC-1 coactivator recruitment biochemical assay. activation, % at 8 µM. 200,000 compounds, 0.41% hits. AID 631; in the data active = activation above about 19%;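 note: 0% = DMSO and 100% = reference agonist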
STAT3 blocker – reduces IL-6 driven STAT3 reporter signal | U3A cells, IL-6 STAT3-luciferase reporter, luminescence; host cell line lacks STAT1 | inhibition, % at 5.5 µM | 190,000 compounds, 0.89% hits;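 active = inhibition above the mean inhibition across all screened compounds plus 3 SD, cut at about 44% in these data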;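 note: 0% = DMSO only wells and 100% = 100 µM nifuroxazide control wells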
STAT1 blocker – STAT1 signaling inhibition. inhibition, % at 5.5 µM. NIH 3T3 STAT1-luciferase reporter, IFN-gamma, luminescence. AID 920. 200,000 compounds, 0.35% hits;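 active = inhibition above a set limit, the mean inhibition across all tested compounds plus 3 SD, cut at about 34% in these data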;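 note: 0% = IFN-gamma with DMSO and 100% = IFN-gamma with 300 µM nifuroxazide; values of inactives mirror those of a sister screen read the other way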
bIAP activator – increases bovine intestinal alkaline phosphatase activity | purified bovine IAP, CDP-star luminescence, 30 min; active compounds read high; fold of DMSO-control signal, blank-subtracted | activation factor at 20 µM | 200,000 compounds, 0.17% hits | AID 1016;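 active = activation factor of 2 or more at 20 µM, a signal rise over negative controls twice the positive control's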
Active calls of the source: *; · = no result given.

No.	SMILES	STAT3 act	bIAP inhibitor	PPARg SRC3 recr	ROMK primary	PPARg SRC-2 ag	SRC2 TRFRET art	TNAP act hiacc	PPARg SRC-1 ag	STAT3 blocker	STAT1 blocker	bIAP activator
1	Cc1ccc(-n2c(C)nc3c(cnn3-c3ccc(F)cc3)c2=O)cc1C	73	-2	-8	·	7	1550	1.1	5	36	-1	1
2	COc1ccc(N2C(=O)C3C(C2=O)C2C=CC3C23CC3)c(OC)c1 (centres undefined)	102	3	2	0.43	-2	1539	1.1	8	3	-5	1
3	Cc1c(C(=O)NCCSCc2c(Cl)cccc2Cl)cccc1[N+](=O)[O-]	93	5	-1	0.39	10	1707	1	11	14	-6	0.9
4	CN(C)C(CNC(=S)Nc1cccc(Cl)c1)c1ccccc1 (centres undefined)	102	9	3	-0.65	6	1708	1	1	8	9	0.9
5	CCOc1ccc(C2=NNC(c3cccnc3)=Nc3ccc(OC)cc32)cc1	100	-4	1	·	-3	1531	1	-6	3	-5	1
6	O=C(NNc1c2ccccc2nc2ccccc12)c1cccc(O)c1	94	14	11	·	15	1969	0.8	-1	7	3	0.9
7	CCOC(=O)C(C)Oc1cccc2c(=O)n(CC(=O)NCc3ccco3)ccc12 (centres undefined)	114	3	11	·	0	1545	1	3	-11	-7	1
8	COc1ccc(CC(=O)Nc2ccc(-c3nc4cc(C)ccc4o3)c(O)c2)cc1OC	85	-48	24	·	2	1476	1.1	43*	26	-11	1.5
9	O=S(=O)(N1CCCCC1)N1CCN(c2ccccc2F)CC1	99	8	3	1.4	9	1691	1	2	2	6	0.9
10	OC1CCNC(=S)N1c1ccccc1 (centres undefined)	92	-6	2	1.8	12	1652	1	15	14	3	1.1
11	O=C(NCc1cccnc1)C1CC(c2ccc(F)cc2)=NO1 (centres undefined)	101	2	6	·	2	1630	1	-5	2	-3	1
12	COc1ccc(OC)c(C2=NOC(C(=O)N3CCCc4ccccc43)C2)c1 (centres undefined)	108	-2	0	0.04	8	1632	1.1	2	-5	-7	1
13	COc1cccc(NC(=O)CCc2nc(-c3ccccc3F)no2)c1	95	29	8	·	6	1747	1.1	1	8	1	0.7
14	Cc1cc2nn(-c3cccc4ccccc34)nc2cc1NC(=O)c1cccs1	80	17	-9	·	-5	1550	1	-1	26	-2	0.8
15	CC1(C)OC1COc1c2ccoc2cc2oc(=O)ccc12 (centres undefined)	98	24	-2	0.38	2	1472	1.1	-18	7	-3	0.8
16	Cn1c(-c2cnn(-c3ccccc3)c2-n2cccc2)n[nH]c1=S	101	8	0	0.096	0	1680	1	-8	11	3	0.9

Some of these compounds in order of the STAT1 blocker value, ascending:
| nr | SMILES | STAT3 act | bIAP inhibitor | PPARg SRC3 recr | ROMK primary | PPARg SRC-2 ag | TNAP act hiacc | PPARg SRC-1 ag | STAT1 blocker | bIAP activator |
| --- | --- | --- | --- | --- | --- | --- | --- | --- | --- | --- |
| 3 | Cc1c(C(=O)NCCSCc2c(Cl)cccc2Cl)cccc1[N+](=O)[O-] | 93 | 5 | -1 | 0.39 | 10 | 1 | 11 | -6 | 0.9 |
| 1 | Cc1ccc(-n2c(C)nc3c(cnn3-c3ccc(F)cc3)c2=O)cc1C | 73 | -2 | -8 | · | 7 | 1.1 | 5 | -1 | 1 |
| 13 | COc1cccc(NC(=O)CCc2nc(-c3ccccc3F)no2)c1 | 95 | 29 | 8 | · | 6 | 1.1 | 1 | 1 | 0.7 |

(list continues)
No.	SMILES	STAT3 act	bIAP inhibitor	PPARg SRC3 recr	ROMK primary	PPARg SRC-2 ag	SRC2 TRFRET art	TNAP act hiacc	PPARg SRC-1 ag	STAT3 blocker	STAT1 blocker	bIAP activator
17	O=C(NCCCN1CCOCC1)c1csc2c1CCCC2	100	3	0	-0.64	10	1714	1.1	4	1	-6	1
18	COc1ccc(NC(=S)NCCC2=CCCCC2)cc1OC	103	18	-1	1.1	4	1355	1.1	-3	2	-7	0.8
19	Cc1ccccc1OCC(=O)Nc1ccc(N2CCN(S(C)(=O)=O)CC2)cc1	88	0	-2	0.42	0	1506	1	5	18	8	1
20	CCC(C)NCCOCCOc1ccc(C)cc1Br (centres undefined)	102	1	5	-2.3	4	1479	1	2	4	-3	1
21	Cn1c(=O)[nH]c(=O)c2c1nc(N1CCCCC1)n2CCCSc1nnnn1-c1ccccc1	106	-13	0	·	6	1653	1	11	-12	5	1.1
22	CCOC(=O)C1CCN(C(=S)Nc2ccc(CC)cc2)CC1	105	11	2	0.75	2	1556	1.1	-2	-4	-1	0.9
23	O=C(CSc1ccc(-c2ccc(F)cc2)nn1)N1CCOCC1	97	5	0	-1.1	2	1663	1	-1	10	-6	0.9
24	Fc1ccc(CSc2nc3ncccc3[nH]2)cc1	91	-72	3	·	3	1534	1.1	5	19	-3	1.7
25	COc1ccc(C)cc1NC(=O)C(OC(=O)c1cccc(S(=O)(=O)N(C)c2ccccc2)c1)c1ccccc1 (centres undefined)	109	2	-3	·	-3	1366	1.1	-1	-11	-4	1
26	Cn1c(C(=O)NCCCN2CCCCC2)cc2sccc21	106	5	-2	·	6	1528	1	4	-1	-4	1
27	CC1(C)OC(=O)N(CC(=O)Nc2cccc(C(F)(F)F)c2)C1(C)O (centres undefined)	97	-10	2	·	-6	1443	1	2	8	-10	1.1
28	Cn1cc(/C=N\NC(=O)c2cccs2)c2ccccc21	95	11	1	-0.6	4	1512	1	12	11	-31	0.9
29	Cc1n[nH]c(=O)nc1NCCN(C)C	102	8	-3	·	-2	1461	1	7	1	4	0.9
30	COc1ccc(C(=O)NNC(=O)CSc2nnc(COc3ccccc3OC)n2C)cc1	106	-10	3	-0.058	6	1614	1	5	-10	7	1.1
31	CCSC1=NCCN1S(=O)(=O)c1ccc(Cl)cc1	103	6	-3	-1.2	6	1514	1	2	-2	2	0.9
32	COc1cc(OC)nc(Oc2ccc(NC(C)=O)cc2)n1	101	-3	1	0.62	6	1442	1	4	3	7	1
33	Cc1cccc2cc(C#N)c(NCCNC(=S)NCCCN3CCOCC3)nc12	96	-13	0	·	7	1513	1.1	10	15	1	1.1
34	CC(C)N1C(=O)NC2(c3ccccc3)N(C)C(=O)N(C)C12c1ccccc1 (centres undefined)	99	5	2	-0.079	15	1669	1.1	7	5	-1	0.9
35	CN(C)c1ccc(C2CC(c3cccc(NS(C)(=O)=O)c3)=NN2C(=O)c2ccccc2)cc1 (centres undefined)	99	-3	-1	·	-1	1490	1	9	6	8	1
36	CCCCC(=O)NNC(=S)NC(=O)c1cccc([N+](=O)[O-])c1	104	-34	0	1.3	-7	1405	1	-2	3	6	1.3
37	CC(C)(C)c1cn(-c2ccc(Cl)cc2)c(=S)[nH]1	106	1	-5	0.53	-1	1246	1.1	3	-11	4	1
38	CN(C)CCNC(=S)Nc1ccc(Cl)cc1	102	10	5	·	11	1769	1	0	5	0	0.9
39	O/N=C(\c1ccccn1)C1CC1c1ccccc1 (centres undefined)	100	-11	-2	-0.82	-2	1480	1.1	-1	11	-6	1.1
40	Cn1[nH]c(C(F)(F)F)c(C=Nc2ccc(Cl)cc2)c1=O	95	-4	2	-0.41	2	1681	1	7	9	0	1

3 compounds drawn at random from those above, as already listed:
No.	SMILES	STAT3 act	bIAP inhibitor	PPARg SRC3 recr	ROMK primary	PPARg SRC-2 ag	SRC2 TRFRET art	TNAP act hiacc	PPARg SRC-1 ag	STAT3 blocker	STAT1 blocker	bIAP activator
33	Cc1cccc2cc(C#N)c(NCCNC(=S)NCCCN3CCOCC3)nc12	96	-13	0	·	7	1513	1.1	10	15	1	1.1
39	O/N=C(\c1ccccn1)C1CC1c1ccccc1 (centres undefined)	100	-11	-2	-0.82	-2	1480	1.1	-1	11	-6	1.1
40	Cn1[nH]c(C(F)(F)F)c(C=Nc2ccc(Cl)cc2)c1=O	95	-4	2	-0.41	2	1681	1	7	9	0	1

The list continues:
No.	SMILES	STAT3 act	bIAP inhibitor	PPARg SRC3 recr	ROMK primary	PPARg SRC-2 ag	SRC2 TRFRET art	TNAP act hiacc	PPARg SRC-1 ag	STAT3 blocker	STAT1 blocker	bIAP activator
41	CCn1c(=O)c(C(=O)CN(C)Cc2ccc(F)cc2)c(N)n(Cc2ccccc2)c1=O	101	28	-1	0.63	-6	1503	1	-2	1	8	0.7
42	CCN(CC)CCn1c2ccccc2c2cnc(N=CN(C)C)c(C#N)c21	110	-18	-3	-0.1	-9	1450	1	-10	-7	2	1.2
43	O=C(c1ccco1)N1CCN(c2cc(=O)n(-c3ccc(Cl)cc3)c(=O)[nH]2)CC1	101	11	7	·	5	1559	1	8	7	6	0.9
44	CCOC(=O)C1=C(C)N=c2s/c(=C\c3ccc(OCC(=O)O)cc3)c(=O)n2C1c1ccc(OC(C)C)cc1 (centres undefined)	114	0	3	·	1	1434	0.9	6	-14	4	1
45	CCCc1nc2ccccc2c(=O)n1N	99	12	-1	0.14	-2	1463	1	2	1	-2	0.9
46	CCCCOC(=O)Nc1ccc(S(=O)(=O)Nc2ncccn2)cc1	103	-5	6	-0.067	-4	1501	1	10	4	7	1.1
47	COc1ccc(NC(=O)CCCn2c(=O)c3sccc3n(Cc3ccccc3)c2=O)cc1	109	48	3	-1.7	2	1390	1	6	-1	-10	0.5
48	CSc1ccc(/C=N/NC(=O)CN2CCN(Cc3ccccc3Cl)CC2)cc1	101	20	5	·	0	1686	0.9	-5	-6	-3	0.8
49	Cc1ccc(C(=O)Nc2ccc3c(c2)OCO3)o1	127	6	4	·	-5	1353	1.1	-4	-30	-24	0.9
50	N#Cc1cc(NCC2CCCO2)c([N+](=O)[O-])cc1C#N (centres undefined)	86	4	-2	-0.47	-5	1392	0.9	2	15	-5	1
